Growth percent in the NCI-60 one-dose screen (48 h, 10 µM unless noted): 100 = growth as untreated, 0 = no growth, -100 = all killed.
UACC-62 – UACC-62 melanoma; hit rate 5.4% among 81,000
HS 578T – HS 578T breast cancer. hit rate 4.1% among 78,000
UACC-257 – UACC-257 melanoma; hit rate 4.4% among 78,000
SK-MEL-5 – SK-MEL-5 melanoma. hit rate 6.4% among 80,000
LOX IMVI – LOX IMVI melanoma | hit rate 7.4% among 79,000 | AID 1794757
SK-MEL-2 – SK-MEL-2 melanoma. hit rate 4.7% among 77,000. AID 1794763
MALME-3M – MALME-3M melanoma; hit rate 5.8% among 78,000; AID 1794766
SK-MEL-28 – SK-MEL-28 melanoma; hit rate 4.1% among 81,000
Active calls of the source: *; nt = not tested or not shown; & = joins results of further samples; [ ] = remark or other dose. How the source made its calls: active means growth percent below 10; inactive means the rest.

Start of the data: the first 11 entries as a preview:
Letters – A = UACC-62; B = HS 578T; C = UACC-257; D = SK-MEL-5; E = LOX IMVI; F = SK-MEL-2; G = MALME-3M; H = SK-MEL-28
NOC(=O)CC[C@H](N)C(=O)O
  A: 95[20 µM]; B: 120[20 µM]; C: 112[20 µM]; D: 104[20 µM]; E: 97[20 µM]; F: 112[20 µM]; G: 106[20 µM]; H: 110[20 µM]

C=C(C)[C@@H]1CC[C@]2(C(=O)O)CC[C@]3(C)[C@H](CC[C@@H]4[C@@]5(C)Cc6cc(Cc7ccc(Cl)cc7)oc6C(C)(C)[C@@H]5CC[C@]43C)[C@@H]12
  A: 86; B: 110; C: 98; D: 98; E: 96; F: 90; G: 108; H: 110

C=C(C)[C@@H]1CC[C@]2(C(=O)N[C@H](C)C(=O)OC)CC[C@]3(C)[C@H](CC[C@@H]4[C@@]5(C)Cc6c([nH]c7ccccc67)C(C)(C)[C@@H]5CC[C@]43C)[C@@H]12
  A: 85; B: 101; C: 94; D: 96; E: 94; F: 95; G: 104; H: 99

O=C(CCl)N1c2cccc3cccc(c23)N(C(=O)CCl)C1c1cn(-c2ccccc2)nc1-c1cccc([N+](=O)[O-])c1
  A: 87; B: 99; C: 103; D: 99; E: 27; F: 111; G: 108; H: 106

CNC(=O)c1cc(Oc2ccc(CC(=O)Nc3cc(C(C)(C)C)nn3C)cc2)ccn1
  A: 42; B: 65; C: 56; D: 31; E: 49; F: 56; G: 61; H: 84

CC(=O)OC1=Cc2sc3[nH]c(=S)n(-c4ccccc4)c(=O)c3c2CC1
  A: 88; B: 95; C: 102; D: 101; E: 94; F: 108; G: 104; H: 107

Oc1ccccc1C=Nc1ccccc1O
  A: nt; B: 97; C: 87; D: 98; E: 86; F: 80; G: 105; H: 112

C#CCN(C)CCCOc1ccc(NC(=O)CCCCCCCC(=O)NO)cc1Cl
  A: 88; B: 97; C: 98; D: 99; E: 91; F: 113; G: 98; H: 105

CCCCc1ccc(NC(=O)/C=C\C(=O)O)cc1
  A: 92; B: 110; C: 141; D: 101; E: 103; F: 106; G: nt; H: 110

CC(=O)Nc1ccc(S(=O)(=O)N/N=c2/sc3ccccc3n2C)cc1
  A: 101; B: 122; C: 116; D: 104; E: 93; F: 108; G: 109; H: 115

COc1ccc(CNC(=O)C2CSC3c4ccccc4C(=O)N23)cc1 (configuration not stated)
  A: 91; B: 104; C: 97; D: 111; E: 100; F: 119; G: 100; H: 102

This part in full (from the top)
Letters – A = UACC-62; B = HS 578T; C = UACC-257; D = SK-MEL-5; E = LOX IMVI; F = SK-MEL-2; G = MALME-3M; H = SK-MEL-28
NOC(=O)CC[C@H](N)C(=O)O
  A: 95[20 µM]; B: 120[20 µM]; C: 112[20 µM]; D: 104[20 µM]; E: 97[20 µM]; F: 112[20 µM]; G: 106[20 µM]; H: 110[20 µM]

C=C(C)[C@@H]1CC[C@]2(C(=O)O)CC[C@]3(C)[C@H](CC[C@@H]4[C@@]5(C)Cc6cc(Cc7ccc(Cl)cc7)oc6C(C)(C)[C@@H]5CC[C@]43C)[C@@H]12
  A: 86; B: 110; C: 98; D: 98; E: 96; F: 90; G: 108; H: 110

C=C(C)[C@@H]1CC[C@]2(C(=O)N[C@H](C)C(=O)OC)CC[C@]3(C)[C@H](CC[C@@H]4[C@@]5(C)Cc6c([nH]c7ccccc67)C(C)(C)[C@@H]5CC[C@]43C)[C@@H]12
  A: 85; B: 101; C: 94; D: 96; E: 94; F: 95; G: 104; H: 99

O=C(CCl)N1c2cccc3cccc(c23)N(C(=O)CCl)C1c1cn(-c2ccccc2)nc1-c1cccc([N+](=O)[O-])c1
  A: 87; B: 99; C: 103; D: 99; E: 27; F: 111; G: 108; H: 106

CNC(=O)c1cc(Oc2ccc(CC(=O)Nc3cc(C(C)(C)C)nn3C)cc2)ccn1
  A: 42; B: 65; C: 56; D: 31; E: 49; F: 56; G: 61; H: 84

CC(=O)OC1=Cc2sc3[nH]c(=S)n(-c4ccccc4)c(=O)c3c2CC1
  A: 88; B: 95; C: 102; D: 101; E: 94; F: 108; G: 104; H: 107

Oc1ccccc1C=Nc1ccccc1O
  A: nt; B: 97; C: 87; D: 98; E: 86; F: 80; G: 105; H: 112

C#CCN(C)CCCOc1ccc(NC(=O)CCCCCCCC(=O)NO)cc1Cl
  A: 88; B: 97; C: 98; D: 99; E: 91; F: 113; G: 98; H: 105

CCCCc1ccc(NC(=O)/C=C\C(=O)O)cc1
  A: 92; B: 110; C: 141; D: 101; E: 103; F: 106; G: nt; H: 110

CC(=O)Nc1ccc(S(=O)(=O)N/N=c2/sc3ccccc3n2C)cc1
  A: 101; B: 122; C: 116; D: 104; E: 93; F: 108; G: 109; H: 115

COc1ccc(CNC(=O)C2CSC3c4ccccc4C(=O)N23)cc1 (configuration not stated)
  A: 91; B: 104; C: 97; D: 111; E: 100; F: 119; G: 100; H: 102

COc1ccc(NC(=O)/C(=C/N2C(=O)/C(=C\C(C)=C\c3ccccc3)SC2=S)C(C)=O)cc1
  A: 82; B: 100; C: 88; D: 80; E: 88; F: 88; G: nt; H: 101

Cc1nnc(NS(=O)(=O)c2ccc(N=Nc3cc4ccccc4c(C(=O)O)c3O)cc2)s1
  A: 131; B: nt; C: 112; D: 106; E: 103; F: 103; G: 112; H: 116

Oc1ccc(/C=N/N=C(/c2ccccc2)c2ccc3nc(-c4ccc(O)cc4)[nH]c3c2)cc1
  A: 88; B: 109; C: 117; D: 84; E: 60; F: 92; G: 99; H: 97

CCCCCN(CCCCC)CC(O)c1cc2c(c3ccc(Cl)cc13)CCCC2 (configuration not stated)
  A: 60; B: 87; C: 91; D: 89; E: 73; F: 88; G: 97; H: 104

N#C[C@@H]1C[C@@H]2C[C@@H]2N1C(=O)[C@@H](N)C12CC3CC(CC(O)(C3)C1)C2
  A: 106; B: 113; C: 111; D: 95; E: 98; F: nt; G: 108; H: 128

O=C1N=NC2=C1c1c3ccccc3c(O)n1CC2
  A: 96; B: 147; C: 8.3*; D: 112; E: 105; F: 110; G: 109; H: 108

COc1ccc(/C=C/C(=O)c2ccccc2)cc1Br
  A: 97; B: 136; C: nt; D: 103; E: 104; F: 118; G: 121; H: 108

C[C@H](NC(=O)CNC(=O)c1cccc2c(=O)c3ccccc3[nH]c12)C(=O)O
  A: 97; B: 103; C: 108; D: 102; E: 103; F: 108; G: 102; H: 107

Cc1cc(C)cc(C(C)C)c1
  A: 106; B: nt; C: 107; D: 109; E: 101; F: 116; G: 110; H: 99

CC(C)CNc1nc(N=[N+]=[N-])nc(NCC(C)C)n1
  A: 59[100 µM]; B: 61[100 µM]; C: 63[100 µM]; D: 55[100 µM]; E: 73[100 µM]; F: 72[100 µM]; G: 73[100 µM]; H: 77[100 µM]

CCOC(=O)c1cc(C)[nH]c(=O)c1C#N
  A: 104; B: 107; C: 93; D: 107; E: 98; F: 104; G: 123; H: 112

CCN(CC)C(=O)N1CCN(C)CC1
  A: 83; B: 109; C: 104; D: 102; E: 98; F: 118; G: 83; H: 107

O=C1/C(=C/c2cn(-c3ccccc3)nc2-c2ccccc2)SC(=S)N1c1ccccc1
  A: 88; B: 101; C: 107; D: 99; E: 87; F: 110; G: 94; H: 97

FC(F)(F)c1cc2n(n1)-c1ncc(Br)cc1Oc1ccccc1-2
  A: 71; B: 88; C: 95; D: 95; E: 85; F: 87; G: 93; H: 107

Letters – A = UACC-62; B = HS 578T; C = UACC-257; D = SK-MEL-5; E = LOX IMVI; F = SK-MEL-2; G = MALME-3M; H = SK-MEL-28
O=C(CSc1nc2ccccc2c(=O)n1-c1ccccc1)N/N=C/c1ccc(N2CCCCC2)cc1
  A: 86; B: 97; C: 110; D: 87; E: 93; F: 108; G: 138; H: 109

Cc1cc(C)c([N+](=O)[O-])cc1N
  A: 94; B: 99; C: 78; D: 102; E: 97; F: 108; G: 113; H: 110

CCCCCC(O)(CCCC)CCCC
  A: 99; B: 112; C: 101; D: 102; E: 98; F: nt; G: 114; H: 107

O=C(O)c1ccc(-n2cc(/C=N/Nc3ccc(Cl)cc3)c(-c3cc4ccccc4oc3=O)n2)cc1
  A: 80; B: 101; C: 124; D: 98; E: 81; F: 97; G: 87; H: 90

CCOc1ccc2nc(S(N)(=O)=O)sc2c1
  A: 92&86; B: 109&122; C: 101&88; D: 98&96; E: 85&94; F: 102&109; G: 108&99; H: 112&84

CCn1cc(Nc2ncc3nnn(-c4ccc(C(=O)OC)cc4)c3n2)cn1
  A: 95; B: nt; C: 86; D: 60; E: 65; F: nt; G: 128; H: 104

Nc1ccc(OCC(=O)O)cc1
  A: 97; B: 96; C: 90; D: 100; E: 96; F: 92; G: 103; H: 109

CCOC(=O)CN(c1sc(C)c(C)c1C(=O)OCC)S(=O)(=O)c1ccc(C)cc1
  A: 68; B: 96; C: 99; D: 73; E: 87; F: 127; G: 106; H: 102

CC(C)(C)[Si](O[C@@H]1C(=O)N[C@@H]1/C=C/c1ccccc1)(c1ccccc1)c1ccccc1
  A: 77; B: 85; C: 98; D: 88; E: 92; F: nt; G: 109; H: 97

CC(O)CCC1CCCO1 (configuration not stated)
  A: 93; B: 97; C: 78; D: 98; E: 95; F: 87; G: 104; H: 117

O=S(=O)(/N=c1\c2ccccc2cnn1C1=NCCN1S(=O)(=O)c1ccc(Cl)cc1)c1ccc(Cl)cc1
  A: 80; B: 80; C: 97; D: 90; E: 92; F: 106; G: 96; H: nt

Cc1ccc(F)c(C)c1NS(=O)(=O)c1c(C(=O)Nc2cccc(C#N)c2)c(C)n(C)c1C
  A: 83; B: 95; C: 103; D: 95; E: 97; F: 97; G: 101; H: 103

CCNCCNc1c(C)c(-c2ccc(C(F)(F)F)cc2)c(C#N)c2nc3ccccc3n12
  A: 92; B: 91; C: 80; D: 87; E: 82; F: 102; G: 109; H: 103

COc1cc(OC)cc(-c2n/c(=C\c3c(O)[nH]c4ccccc34)cc3c2=Nc2ccccc2-3)c1
  A: 114; B: 93; C: 111; D: 97; E: 78; F: 101; G: 108; H: 106

COc1ccc(/C=C/c2nc(N/N=C/c3ccc(Cl)cc3)c3ccccc3n2)cc1
  A: 33; B: 87; C: 95; D: nt; E: 37; F: 82; G: 91; H: 98

COc1cc(C(=O)Nc2nn(C)c3nc4cc(C)ccc4cc23)cc(OC)c1OC
  A: 91; B: 90; C: 87; D: 82; E: 103; F: nt; G: 98; H: 85

CCOC(=O)c1c(NC(=O)c2ccccc2)sc2c3c(ccc12)OCN(C)C3
  A: -71*; B: 58; C: -62*; D: -40*; E: -91*; F: -34*; G: -89*; H: -92*

Cc1ccc(Nc2nc(N)nc(N)c2N=O)cc1Cl
  A: 85; B: 75; C: 92; D: 94; E: 65; F: 86; G: 82; H: 93

CN(C)c1ccc(/C=C(\C#N)c2nc3ccccc3s2)cc1
  A: 101; B: 104; C: 93; D: 98; E: 113; F: 106; G: 111; H: 119

Cc1[nH]c(-c2nc3ccccc3[nH]2)c(C)c1C(=O)NC1CCCCC1
  A: 99; B: 99; C: 105; D: 96; E: 100; F: 103; G: 96; H: 103

COc1ccc(-c2nn(-c3ccccc3)cc2/C=C2/SC(=S)N(C)C2=O)cc1
  A: 86; B: 39; C: 29; D: 99; E: 77; F: 108; G: 88; H: 108

Cc1c2ccccc2nc2c1ccc1cccnc12
  A: 95; B: 117; C: 72; D: 53; E: 105; F: 96; G: 88; H: 113

COc1ccc(Nc2nc(/N=C/C3=CN=CC3)n[nH]2)cc1
  A: 96; B: 120; C: 102; D: 101; E: 102; F: 105; G: 100; H: 108

NC(=O)CC[C@H](N)C(=O)O
  A: 104&86; B: 104&101; C: 101&100; D: 101&101; E: 107&98; F: 99; G: 97&103; H: 112&117

Cn1cc2c(=O)nc3c(-c4nc5ccccc5[nH]4)n[nH]n3c2n1
  A: 71; B: 94; C: 73; D: 53; E: 73; F: 30; G: 74; H: 83

compound	UACC-62	HS 578T	UACC-257	SK-MEL-5	LOX IMVI	SK-MEL-2	MALME-3M	SK-MEL-28
COc1cc2c(c(OC)c1OC)-c1ccc(NN(C(=O)c3ccccc3)C(=O)c3ccccc3)c(=O)cc1[C@@H](NC(C)=O)CC2 (tested in a mixture with another compound)	60	-6.8*	58	20	nt	10	39	53
O=C1NC(c2ccccc2)(c2ccccc2)C(=O)N1CCN1C(=O)c2ccccc2C1=O	107	106	110	95	86	110	110	101
CCCC(c1nnnn1C1CCCCC1)N1CCN(C(=O)c2ccco2)CC1 (configuration not stated)	56	61	82	47	nt	65	53	66
C[Si](C)(C)c1cn(CCCCN2C(=O)C(=O)c3ccccc32)nn1	95	103	100	101	nt	115	97	106
CN=C(N)NCCCCCCCCNC(N)=NC	85	101	nt	85	92	104	105	92
CN1C(=O)N(C)C2Nn3c(s/c(=C\c4ccc(Cl)cc4Cl)c3=O)=NC21 (configuration not stated)	47	67	85	nt	58	89	73	62
CC(=O)/C(N=Nc1ccc(N=N/C(C(C)=O)=C(\C)O)cc1)=C(\C)O	82	97	98	97	94	111	97	113
COC(=O)/C(=N\Nc1nnc(C)n1N)C(C#N)c1ccccc1 (configuration not stated)	103	98	96	97	99	105	111	119
O=C1CCC23C=CC(O2)C2(Nc4ccccc4NC2=O)c2cc(F)ccc2N13 (configuration not stated)	101	103	104	111	92	103	93	113
C[N+](C)(CCOc1ccccc1)Cc1ccccc1	92	nt	105	94	87	92	104	101
O=C(Nc1cccc(Cl)c1)Nc1ccccc1Cl	64	91	87	102	89	99	92	95
O=C1[C@@H]2Cc3c([nH]c4ccccc34)[C@H](c3ccc(Cl)cc3)N2C(=O)CN1C1CCN(CC2CCCCC2)CC1	82	91	101	94	94	97	112	106
C[C@H](c1nc2ccc(C#N)cc2[nH]1)[C@H]1CC[C@H]2[C@@H]3CCC4=CC(=O)CC[C@]4(C)[C@H]3CC[C@]12C	57	63	68	50	72	85	86	89

From PubChem
